# D1 agonist – Allosteric Agonists of the Human D1 Dopamine Receptor: qHTS; D(1A) dopamine receptor (Homo sapiens), P21728; HEK293 T-REx D1 cells, calcium flux, agonist mode; activation, % at 2 µM; 1% of 360,000 active; in the data active means activation above about 30%; further: 0% is about no effect
#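 Agonism was scored from calcium flux recorded over 180 s (1 read/s) after pintool compound addition, following a 10-cycle baseline. Cells were inducible force-coupled HEK293 TREx D1, plated overnight at 30 C and loaded with no-wash calcium dye.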
# D1 PAM – Potentiators of Human D1 Dopamine Receptor: qHTS; HEK293 TREx D1 cells, calcium flux, dopamine EC20 potentiation; potentiation, % at 10 µM; 0.036% of 360,000 active; D(1A) dopamine receptor (Homo sapiens), P21728; in the data active means potentiation above about 30%; further: 0% is about no effect
# D2 potentiator – HTS Assay for Positive Allosteric Modulators of the Human D2 Dopamine Receptor: Primary Screen for Potentiators; potentiation, % at 10 µM; HEK293 T-REx D2, calcium flux, EC20 dopamine potentiation; D(2) dopamine receptor (Homo sapiens), P14416; AID 485347, 2010; 0.34% of 340,000 active;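 active means potentiation over 3 SD above the plate norm, cut at about 30% in these data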; further: 0% is about no effect
#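 Tetracycline-induced HEK293 T-REx cells force-coupled to calcium signalling expressed D2; compounds were pin-added after a 10 s baseline, read kinetically 180 s, then an EC20 dopamine challenge followed with a further 180 s calcium read.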
# GRP78 ERSR act – qHTS for Inducers of the Endoplasmic Reticulum Stress Response (ERSR) in Human Glioma: qHTS; U87-MG GRP78 promoter luciferase reporter, 16 h; Potency, µM, without a hit: at the highest dose activation, usual class: activators; 0.02% of 420,000 active; further: potency means the concentration at half of the fitted maximal effect; series mostly up to about 76 µM; % of control where 0% means no effect; nearly all actives have a fitted effect of over 35% in size
#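 Stably transfected U87-MG human glioma cells carrying a GRP78-based luminescent sensor were seeded at 1000 cells/well, pin-dosed with compounds and incubated 16 h. Luciferase reagent was then added, and end-point luminescence was read after 10 min at room temperature.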
# Vif-A3F inh – qHTS for Inhibitors of Vif-A3F Interactions: qHTS. Potency, µM (highest dose often 46.1 µM), for inactives: at the top dose activity, negative = active. 0.2% of 390,000 active. HeLa A3F-eYFP + Vif (tagged APOBEC3F with the HIV-1 protein that degrades it), YFP fluorescence increase; further: potency means the concentration at half of the fitted maximal effect; % of control where 0% means no effect; nearly all actives have a fitted effect of over 65% in size
#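 HeLa cells stably expressing Vif plus C-terminally eYFP-tagged A3F were seeded, incubated overnight at 37 deg C, dosed with compound, incubated overnight again at 37 deg C. Yellow fluorescence (Ex 488/Em 500-530) reported blocked Vif-mediated A3F-eYFP degradation.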
# D1 antag – Antagonist of Human D 1 Dopamine Receptor: qHTS. D(1A) dopamine receptor (Homo sapiens), P21728. HEK293 TREx D1 cells, calcium flux, dopamine EC80; active compounds read low. activity change, negative = inhibition, % at 10 µM. 3.2% of 360,000 active. AID 504652, 2011; in the data active means activity change below about -30%; further: on the % scale 0 is the no-effect control and ±100 the full control effect
#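 After overnight tetracycline induction at 30 C, force-coupled D1 HEK293 cells took up a no-wash calcium dye at room temperature. Compounds were added and monitored 180 s, and the response to EC80 dopamine was then recorded.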
# LDHA block – qHTS assay for inhibitors of human lactate dehydrogenase. L-lactate dehydrogenase A chain (Homo sapiens), P00338. purified LDHA, NADH/diaphorase-resazurin fluorescence; active compounds read low. activity change, % (values are at about 110 or 230 µM). 0.15% of 480,000 active; in the data active means activity change below about -30%; inconclusive means mostly about -25% to -30%;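 further: plate controls were DMSO wells for no effect and wells without enzyme for full effect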
#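 Resorufin fluorescence (ex540/em590), read at 0 and 20 min after diaphorase/resazurin addition, reports the NADH left after a 5 min room-temperature reaction of 2 nM human LDH5 with 0.06 mM NADH and 0.2 mM pyruvate.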
# RXFP1 ag – qHTS Assay for Agonists of the Relaxin Receptor RXFP1 | Relaxin receptor 1 (Homo sapiens), Q9HBX9 | HEK293T-RXFP1 cAMP TR-FRET, 30 min; response scale: percent of porcine relaxin response, buffer zero | Potency, µM (highest dose often 57.5 µM), for inactives: top-dose activation, usual class: activators | 0.3% of 370,000 active; further: potency means the concentration at half of the fitted maximal effect; on the % scale 0 is the no-effect control and ±100 the full control effect; nearly all actives have a fitted effect of over 60% in size; many of its hits are not listed in these tables
# Target sequence (Q9HBX9 whole entry, looked up): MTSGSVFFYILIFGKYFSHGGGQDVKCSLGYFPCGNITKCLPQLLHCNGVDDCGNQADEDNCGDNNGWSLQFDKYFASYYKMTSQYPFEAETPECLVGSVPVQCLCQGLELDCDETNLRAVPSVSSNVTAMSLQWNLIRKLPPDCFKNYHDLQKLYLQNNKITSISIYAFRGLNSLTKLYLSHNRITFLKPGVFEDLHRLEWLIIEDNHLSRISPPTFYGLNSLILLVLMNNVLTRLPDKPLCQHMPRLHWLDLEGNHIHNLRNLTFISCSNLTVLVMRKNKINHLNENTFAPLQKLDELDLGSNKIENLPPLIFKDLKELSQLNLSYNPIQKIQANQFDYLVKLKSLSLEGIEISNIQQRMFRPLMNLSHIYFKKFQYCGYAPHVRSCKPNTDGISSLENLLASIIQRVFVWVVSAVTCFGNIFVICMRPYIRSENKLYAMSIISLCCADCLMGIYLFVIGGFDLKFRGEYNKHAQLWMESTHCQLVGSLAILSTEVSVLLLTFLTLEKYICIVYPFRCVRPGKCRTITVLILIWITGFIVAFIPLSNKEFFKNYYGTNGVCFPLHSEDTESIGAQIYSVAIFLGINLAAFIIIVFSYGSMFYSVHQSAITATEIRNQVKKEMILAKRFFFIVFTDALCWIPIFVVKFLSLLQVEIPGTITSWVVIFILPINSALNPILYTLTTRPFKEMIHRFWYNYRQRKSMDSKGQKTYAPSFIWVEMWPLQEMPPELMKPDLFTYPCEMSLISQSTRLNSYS
#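 cAMP rise read by TR-FRET after 30 min, 37C compound exposure (up to 58 uM) in RXFP1-transfected HEK293 cells with Ro 20174 present. EC50 from Hill-equation fits, with 29 nM porcine relaxin as 100% and buffer as basal.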
# Vif-APOBEC3G blk – qHTS for Inhibitors of Vif-A3G Interactions: qHTS. Potency, µM (series often up to 46.1 µM), for the others: at the top dose activity, negative = active, usual class: inhibitors. DNA dC->dU-editing enzyme APOBEC-3G (Homo sapiens), Q9HC16. 0.076% of 410,000 active. HeLa A3G-eYFP + Vif (tagged APOBEC3G with the HIV-1 protein that degrades it), YFP fluorescence, overnight. AID 602310, 2012;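 further: potency means the concentration at half of the fitted maximal effect; on the % scale 0 is the no-effect control and ±100 the full control effect; nearly all actives have a fitted effect of over 60% in size; hits raise eYFP signal because A3G escapes Vif-driven loss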
# Target sequence (Q9HC16 whole entry, looked up): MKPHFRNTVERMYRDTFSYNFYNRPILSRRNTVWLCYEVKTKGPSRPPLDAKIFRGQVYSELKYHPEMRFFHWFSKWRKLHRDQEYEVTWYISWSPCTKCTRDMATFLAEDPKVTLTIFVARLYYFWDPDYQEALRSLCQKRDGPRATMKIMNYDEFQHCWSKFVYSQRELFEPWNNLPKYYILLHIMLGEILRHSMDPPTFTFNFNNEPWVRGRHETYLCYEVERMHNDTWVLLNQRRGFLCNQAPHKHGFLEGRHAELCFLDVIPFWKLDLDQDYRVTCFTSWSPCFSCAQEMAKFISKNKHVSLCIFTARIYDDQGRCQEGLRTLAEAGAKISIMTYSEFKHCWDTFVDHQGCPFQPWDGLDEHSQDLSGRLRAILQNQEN
#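 HeLa cells stably expressing Vif and C-terminally eYFP-tagged A3G, seeded overnight at 37 deg C, then exposed to compound by pintool overnight at 37 deg C. Rise in yellow fluorescence (Ex 488/Em 500-530, Acumen) marks blocked Vif-driven A3G degradation.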
# * hit, by the source's call; ? = inconclusive; . = no result given; & = joins results of further samples. Unless noted, the call rests on the fitted dose curve; in most records, active means well fitted curve in the direction sought with a large enough effect; inconclusive means small, poorly fitted or top-dose-only effect, or another doubt; inactive means no such curve, though single readings can be large; an effect the other way counts as inactive or inconclusive.
SMILES,D1 agonist,D1 PAM,D2 potentiator,GRP78 ERSR act,Vif-A3F inh,D1 antag,LDHA block,RXFP1 ag,Vif-APOBEC3G blk
Cc1ccc(S(=O)(=O)N2CCN(C(=O)COC(=O)/C=C/c3ccccc3)CC2)c(C)c1,8,-1,12,-3%,-3%,-6,-7,-1.4%,1%
O=C(CCC1N=C2c3ccccc3N=C(SCc3ccccc3F)N2C1=O)NCc1ccccc1 (centres undefined),2,1,6,-1%,-18%,2,-3,4.0%,-1%
CCn1cnc2cc(NCc3ccc(Br)cc3)ccc21,5,-6,-5,11%,10%,-2,20,-2.8%,-4%
COc1cccc(CN2C(=O)C3(SCC(=O)N3c3ccc(C(C)C)cc3)c3ccccc32)c1 (centres undefined),6,3,4,-1%,1%,4,0,-1.1%,-2%
O=c1c2ccccc2cnn1-c1nc2ccccc2[nH]1,1,-3,-5,-14%,-8%,-8,-2,3.9%,-2%
O=c1[nH]c2ccc(Cl)cc2c(=O)n1Cc1ccco1,2,-4,0,1%,-7%,-2,-5,1.1%,3%
Cc1ccc(S(=O)(=O)NCC(=O)OCc2nnc(-c3ccccc3)o2)cc1,3,-3,.,-3%,2%,-12,1,2.6%,0%
COc1ccccc1NC(=O)C1CCCN(S(=O)(=O)c2ccc3c(c2)CC(C)N3C(C)=O)C1 (centres undefined),4,2,0,-3%,5%,-19,-16,1.6%,-6%
COc1ccc(CNC(=O)C2CCN(C(=O)c3sccc3-n3cccc3)CC2)cc1,0,-1,-4,-6%,4%,5,-3,2.6%,2%
CCOc1ccc(CN2C(=O)c3ccccc3C2=O)cc1C(=O)N1CCC(C(N)=O)CC1,2,-4,4,-5%,2%,2,-9,0.5%,2%
O=C(CN1CCCC1)N1CCCc2c1c(=O)oc1ccc(OCc3ccccc3)cc21,9,8,12,-4%,-6%,6,-1,4.3%,4%
O=C1CCN(CCc2ccccc2)CCN1[C@H](CO)c1ccccc1,3,-1,-4,-4%&-2%,0%,-20,-4,-2.4%,-1%&3%
Clc1ccc(-c2ccc(CNCC3CCCO3)o2)cc1 (centres undefined),12,-9,-23,3%,18%,5,-3,1.2%,7%
Cc1cc(Cl)ccc1NC(=O)CCC(=O)N/N=C/c1cccnc1,2,-6,-14,-6%,-5%,-9,-1,1.8%,1%
CC(C)c1ccc(S(=O)(=O)N2CCN(CCC(=O)Nc3ccc(N(C)C)cc3)CC2)cc1,0,-2,13,1%,-1%,-81*,4,2.9%,0%
COc1ccc(N(CC(=O)N/N=C/c2cccc(OC)c2OC)S(=O)(=O)c2ccccc2)cc1,3,-4,-30,-4%,-4%,-5,-5,0.1%,-2%
COc1ccc(C(=O)Nc2cc([N+](=O)[O-])ccc2N2CCN(C)CC2)cc1,1,-4,-14,-5%,-19%,14,0,1.8%,2%
CCCSc1cc(NCCOC(C)=O)c([N+](=O)[O-])c2nonc12,1,1,3,-5%,3%,7,-2,6.0%,-1%
COc1ccc(C(=O)Cn2cc[n+](C)c2)cc1,0,-6,2,-5%,5%,-4,-2,-1.3%,4%
COc1ccc(C(C)=O)cc1COC(=O)Cc1cc(OC)c(OC)c(OC)c1,7,-4,5,-2%,-7%,-4,-2,0.6%,0%
COc1ccc(/C(N)=N/OC(=O)c2ccc3c(c2)OCO3)cc1OC,2,-6,1,11%,-2%,-9,-2,2.8%,?
Cc1ccc(CNC(=O)CCNS(=O)(=O)c2ccc(Br)s2)cc1,1,0,-1,-4%,3%,-6,-7,-1.3%,-2%
Cc1cccc(NC(=O)CSc2nc(C)c(Cc3ccccc3)c(=O)[nH]2)c1,6&3,-2&2,3&-2,1%&-1%,1%&-2%,-18&1,0&-7,1.6%&6.0%,-3%&0%
COc1ccc(C(=O)CSc2nc3[nH]ncc3c(=O)[nH]2)cc1,1,-3,-1,4%,0%,0,-9,0.9%,0%
CCOc1ccccc1NC(=O)CSc1nccn1-c1ccc(Cl)cc1,4,-4,7,0%,0%,10,-4,1.5%,3%
Cn1c(/C(C#N)=C/c2ccc(O)cc2)nc2ccccc21,2,0,1,4%,3%,-2,-2,-2.3%,1%
CCOC(=O)c1cc2c(ccn2C)n1CC(=O)N(Cc1ccccc1)c1ccccc1,1,0,-6,-1%,1%,3,28,0.0%,-24%
CCc1ccc(-n2nc3ccc(NC(=O)c4cc5ccccc5o4)cc3n2)cc1,1,1,-7,3%,-2%,9,-4,5.6%,4%
COC(=O)NNC(=S)NCc1ccc(C)cc1,1,-8,-4,0%,-5%,-5,-10,1.5%,-15%
COc1cccc(C(=O)NNC(=O)C2CC(C)=C(C)CC2C(=O)O)c1 (centres undefined),1,2,-6,-4%,-1%,-9,-6,2.3%,-4%
O=C(Nc1oc2ccccc2c(=O)c1-c1ccc2c(c1)OCO2)c1ccco1,.,.,.,7%,-7%,.,0,.,0%
COc1ccc2cc(C(=O)O)n(CC(=O)c3ccccc3)c2c1,3,-6,-3,2%,5%,-22,2,-0.3%,-6%
O=c1c2ccccc2nc2n1C(CSc1ccc(Br)cc1)CN2 (centres undefined),.,.,.,-2%,1%,.,3,0.4%,-1%
O=C(Nc1ccc(F)cc1)c1oc2ccccc2c1NC(=O)C1CCCCC1,5,1,-6,-2%,0%,-3,-2,4.3%,2%
C=CCC12C=C(OC)C(=O)OC(OC)(C1O)[C@H](c1ccc3c(c1)OCO3)[C@H]2C (some centres undefined),.,.,.,3%,7%,.,-2,.,1%
CC(C)(C)c1ccc(-c2c(C(=O)O)c(C(=O)O)c3n2CSC3)cc1,1,-7,-2,0%,2%,13,-6,-0.2%,2%
COCCCN1CCN(C2Cc3ccccc3Sc3ccc(Cl)cc32)CC1 (centres undefined),4,-18,-28,-5%,8%,-86*,-1,-0.3%,-22%
C#CC(CCN1CCCCC1)(OC)c1ccccc1 (centres undefined),4,-3,-6,6%,7%,0,-12,1.5%,0%
Cn1c(=O)c2[nH]c(Cc3cccc(O)c3)nc2n(C)c1=O,.,.,.,3%,-3%,.,3,.,-1%
Cc1ccccc1NC(=O)c1c(NC(=O)c2ccco2)sc2c1CCC(C(C)(C)C)C2 (centres undefined),5,0,-2,0%,-1%,3,3,2.1%,-2%
CC1CCN(c2nnc(-n3cccc3CNc3cccc(F)c3)s2)CC1,1,-8,5,2%,7%,-17,-2,-3.3%,3%
COc1ccccc1[C@H]1C(c2ccccc2)=NN(c2ccccc2)[C@@H]1CO,.,.,.,-1%&5%,-20%,.,2,.,-8%
O=C(Nc1cccc(S(=O)(=O)N2CCOCC2)c1)c1cnn2c(C(F)F)cc(-c3ccccc3)nc12,1,-4,1,4%,-8%,-10,-4,0.2%,-2%
Cc1ccc(OCc2nc(C#N)c(N3CCN(Cc4ccccc4)CC3)o2)cc1,2,-5,6,-7%,6%,-11,-2,0.5%,-4%
Cc1ccn2c(=O)nc(SCC(=O)N3CCCCCC3)nc2c1,2,-6,3,-2%,10%,-4,1,5.1%,4%
O=C(CSCc1c(Cl)cccc1Cl)N1CCOCC1,4,-3,4,-4%,-13%,-1,-5,-1.5%,-6%
CCCOC(=O)Nc1ccc(C(N)=O)cc1,3,0,-5,7%,7%,-5,-3,3.8%,0%
COc1ccc(C(CC(=O)Nc2cccc(C)c2C)N2Cc3ccccc3C2=O)cc1 (centres undefined),1,3,3,-4%,-2%,1,-11,-2.5%,2%
COc1ccc(C2SCCN2C(=S)Nc2cccc(Cl)c2)cc1 (centres undefined),21,-3,-3,?,5%,0,0,0.8%,-2%
COc1ccc(S(=O)(=O)Nc2ncccn2)cc1,1,2,12,3%,5%,-44*,-2,1.1%,0%

# In the list so far, 2 have a tert-butyl group.
SMILES,D1 agonist,D1 PAM,D2 potentiator,GRP78 ERSR act,Vif-A3F inh,D1 antag,LDHA block,RXFP1 ag,Vif-APOBEC3G blk
CC(C)(C)c1ccc(-c2c(C(=O)O)c(C(=O)O)c3n2CSC3)cc1,1,-7,-2,0%,2%,13,-6,-0.2%,2%
Cc1ccccc1NC(=O)c1c(NC(=O)c2ccco2)sc2c1CCC(C(C)(C)C)C2 (centres undefined),5,0,-2,0%,-1%,3,3,2.1%,-2%

# Next section:
SMILES,D1 agonist,D1 PAM,D2 potentiator,GRP78 ERSR act,Vif-A3F inh,D1 antag,LDHA block,RXFP1 ag,Vif-APOBEC3G blk
O=C(NCCOc1ccccc1)[C@@H]1CCCN1C(=O)c1cccs1,.,.,.,-2%,6%,.,-5,.,1%
O=C(Nc1ccccc1N1CCOCC1)c1cccc2ccccc12,.,.,.,-3%,-1%,.,-3,.,-5%
O=C(COc1cccc(C(F)(F)F)c1)NNC(=O)Cn1c(=O)cnc2ccccc21,1,-6,-3,-5%,5%,-1,-4,1.1%,3%
CC(=O)Nc1ccc(C(=O)CN2C(=O)NC3(CCCc4ccccc43)C2=O)c(F)c1 (centres undefined),.,.,.,-2%,6%,.,2,.,-5%
COCCCNC(=S)NNC(=O)c1ccccn1,1,-1,-3,-1%,3%,-23,-3,2.6%,2%
CCc1cnc2c(c1SCC(=O)N1CCC(C)CC1)c(=O)n(C)c(=O)n2C,-3,1,2,-1%,-3%,.,-2,13%,-2%
O=C(CCCc1ccccc1)NCCCN1CCOCC1,0,-2,-2,-4%,1%,0,-5,-0.8%,2%
CCCCN(CC)CCCNC(=O)c1c(C)oc2ncnc(N3CCOCC3)c12,1,-6,-7,-3%,1%,-25,-9,-2.2%,8%
O=C1/C(=C/c2ccc(F)cc2)SC(=S)N1CC(=O)N1CCCCC1c1cccnc1 (centres undefined),3,2,.,-2%,10%,-23,-2,5.2%,-3%

# Screening results deposited in PubChem by National Center for Advancing Translational Sciences (NCATS).

# A portion of the library, so the mix of outcomes need not match the whole.
